Source: PubChem BioAssay (The Scripps Research Institute Molecular Screening Center)
CHO-K1 Ca antag – nonselective inhibitor or artifact in parental CHO-K1 cells; inhibition, % at 3 µM; ATP-induced calcium, Fluo-8 fluorescence; 0.6% of 360,000 active; AID 602250;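 active = inhibition above a per-plate cutoff, the plate's mean sample inhibition plus 3 SD, cut at about 24% in these data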;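 also: 0% = DMSO plus EC80 ATP and 100% = DMSO alone without ATP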
CHO-K1 Ca ag – counter-screen for M1 agonists: effect in parental CHO-K1 cells. Fluo-8 calcium fluorescence; scaled to maximal ATP response, vehicle zero. activation, % at 3 µM. 0.48% of 360,000 active. AID 602248; in the data active = activation above about 15%;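 also: untransfected CHO-K1 host cells lacking M1 receptor as counterscreen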
M1 ag – activates human CHRM1 receptor; P11229; CHO-K1 hM1, Fluo-8 calcium fluorescence, agonist mode; 0% DMSO, 100% acetylcholine EC100; activation, % at 3 µM; 0.33% of 360,000 active;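 active = activation above the run's mean compound activation plus 3 SD, cut at about 16% in these data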;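 also: peak over basal fluorescence ratio within a 140 s kinetic read after compound addition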
Target sequence (P11229 whole entry, looked up): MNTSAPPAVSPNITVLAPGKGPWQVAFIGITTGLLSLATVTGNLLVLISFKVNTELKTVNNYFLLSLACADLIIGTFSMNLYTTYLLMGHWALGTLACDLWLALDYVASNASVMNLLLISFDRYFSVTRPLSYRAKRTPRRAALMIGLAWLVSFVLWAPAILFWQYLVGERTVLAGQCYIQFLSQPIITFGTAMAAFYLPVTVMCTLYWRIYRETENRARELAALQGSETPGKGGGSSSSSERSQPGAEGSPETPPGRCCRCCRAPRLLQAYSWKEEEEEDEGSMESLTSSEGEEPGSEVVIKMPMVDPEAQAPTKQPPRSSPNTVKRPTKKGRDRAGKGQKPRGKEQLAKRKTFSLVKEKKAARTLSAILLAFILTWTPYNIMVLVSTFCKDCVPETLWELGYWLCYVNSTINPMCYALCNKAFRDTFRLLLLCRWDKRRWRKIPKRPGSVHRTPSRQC
TAAR1 antag – human TAAR1 antagonism; Q96RJ0; CHO RD-HGA16 TAAR1, Fluo-8 calcium fluorescence, antagonist; inhibition, % at 3 µM; 1.5% of 360,000 active; AID 624466;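 active = inhibition above a per-plate cutoff, the mean inhibition of test compounds on that plate plus 3 SD, cut at about 49% in these data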;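 also: 0% = DMSO plus EC80 beta-PEA response and 100% = DMSO alone without agonist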
Target sequence (Q96RJ0 whole entry, looked up): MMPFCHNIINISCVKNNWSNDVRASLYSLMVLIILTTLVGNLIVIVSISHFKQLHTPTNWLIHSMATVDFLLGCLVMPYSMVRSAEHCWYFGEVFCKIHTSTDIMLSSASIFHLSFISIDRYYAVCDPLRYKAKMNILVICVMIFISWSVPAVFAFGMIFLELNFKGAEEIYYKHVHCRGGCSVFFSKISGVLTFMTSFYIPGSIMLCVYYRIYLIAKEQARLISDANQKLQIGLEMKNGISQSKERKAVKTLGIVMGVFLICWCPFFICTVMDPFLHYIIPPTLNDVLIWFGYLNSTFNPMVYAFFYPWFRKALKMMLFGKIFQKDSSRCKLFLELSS
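System: CHO RD-HGA16 cells bearing hTAAR1. Reagent: EC80 β-phenethylamine stimulus. Schedule: seeding 17-24 h prior, 75-min 37 °C, 30-min RT dye loading. Signal: Fluo-8 intracellular calcium dye fluorescence, real-time kinetic reads. Read-out: % inhibition from peak post-agonist over basal fluorescence ratio. Benchmarks: vehicle wells and EC80 agonist wells. Replicates: n of 1.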
TAAR1 ag – agonists of human TAAR1 | CHO RD-HGA16 TAAR1, Fluo-8 calcium fluorescence; vehicle wells 0%, saturating PEA agonist 100% | activation, % at 3 µM | AID 624467 | 0.99% of 360,000 active | Q96RJ0;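 active = activation above the mean activation of all test compounds in the run plus 3 SD, cut at about 38% in these data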
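Signal – calcium-sensitive Fluo-8 signal, excitation 470-495, emission 515-575 nm · System – RD-HGA16 (CHO) cells co-expressing Gα16 and hTAAR1 · Incubation – 17-24 h seeding, 75 min 37 °C dye, 30 min RT · Compound dosing – 3 µM single concentration · Repeats – no replicates (n 1)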
CHRM1 antagonist – human CHRM1 antagonism. P11229. CHO-K1 hM1, Fluo-8 calcium fluorescence, ACh EC80 antagonist. inhibition, % at 3 µM. 1.3% of 360,000 active. AID 588852;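 active = percent inhibition above its own plate's cutoff, namely the mean of that plate's compound wells plus 3 SD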;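 also: peak over basal fluorescence ratio during 140 s after agonist addition; 0% = ACh EC80 plus DMSO and 100% = DMSO alone without agonist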
M1 PAM parental – counter-screen for M1 PAMs: effect in parental CHO-K1 cells; ATP EC20, Fluo-8 calcium fluorescence; 0% at ATP EC20, 100% at ATP max; activation, % at 3 µM; 0.02% of 360,000 active;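 active = activation above the run cutoff, the mean activation of all test compounds plus 3 SD, cut at about 40% in these data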;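 also: peak over basal fluorescence ratio in a 140 s read after ATP addition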
CHRM1 PAM – potentiates human M1 receptor response to acetylcholine; 0.088% of 360,000 active; AID 588819; CHO-K1 hM1, Fluo-8 calcium fluorescence, ACh EC20; 0% = ACh EC20, 100% = maximal ACh; activation, % at 3 µM; in the data active = activation above about 19%, passing the limit was not always enough
CHO parental Ca – signal in parental CHO cells, OX1R antagonist counter-screen. 0.63% of 330,000 active. inhibition, % at 5.6 µM. parental CHO-K1, ATP-induced calcium, Fluo-8 fluorescence;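 active = inhibition above that plate's mean sample inhibition plus 3 SD, cut at about 26% in these data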;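 also: 0% = ATP-challenged DMSO wells and 100% = DMSO wells without ATP; some compounds past the cut are filed as inactive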
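Test system: untransfected parental CHO cell line. Compound: one dose, 5.6 µM nominal. Detection: intracellular calcium via Fluo-8 no-wash fluorescent dye. Measure: % inhibition. Benchmarks: ATP-challenged DMSO wells low, unchallenged DMSO wells high.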
* = called active by the depositor; nt = not tested or not shown.

no.	Compound	CHO-K1 Ca antag	CHO-K1 Ca ag	M1 ag	TAAR1 antag	TAAR1 ag	CHRM1 antagonist	M1 PAM parental	CHRM1 PAM	CHO parental Ca
1	O=C(Nc1ccc(Br)cc1)c1cccc(OC(=S)N2CCOCC2)c1	-9	3.5	-7	24	1	1	-14	-6	-8
2	O=C(O)CCN1C(=O)/C(=C\c2cccc(Oc3ccccc3)c2)SC1=S	-18	1.1	-2	15	4	-15	10	14	12
3	O=C(CCCn1c(=O)c2sccc2n(CC(=O)NCC2CCCO2)c1=O)NCc1ccco1 (stereo not given)	16	-0.7	-2	-16	1	-13	-8	13	3
4	Cn1cnnc1SCC(=O)Nc1ccc(S(N)(=O)=O)cc1	4	-0.2	-3	-20	4	-13	-9	13	-7
5	COc1cccc(C(=O)OCC(=O)NCCC2=CCCCC2)c1	8	-0.1	-6	-11	-3	-10	-18	3	-15
6	Cc1nn(C)c(C)c1CCC(=O)N1CCCC(Nc2ccc(C(C)C)cc2)C1 (stereo not given)	-14	2.2	-3	-17	4	2	10	1	-28
7	COc1cc(C(=S)N2CCCCC2)ccc1OCC(=O)Nc1ccc(F)cc1	-12	12	1	13	14	-4	-2	-2	0
8	CSc1ncccc1C(=O)NCC1CCCCC1	-11	0.5	-3	15	1	-4	12	7	-6
9	COc1ccc(C2(C(=O)Nc3ccc(C)c(C)c3)CCOCC2)cc1	3	0.2	-6	-11	12	-4	13	5	8
10	CC(C)CN(C(=O)c1cc(Cl)nc2ccccc12)c1c(N)n(Cc2ccccc2)c(=O)[nH]c1=O	2	-0.2	-3	1	1	-19	2	9	-9

2 compounds picked at random from those above:
no.	Compound	CHO-K1 Ca antag	CHO-K1 Ca ag	M1 ag	TAAR1 antag	TAAR1 ag	CHRM1 antagonist	M1 PAM parental	CHRM1 PAM	CHO parental Ca
6	Cc1nn(C)c(C)c1CCC(=O)N1CCCC(Nc2ccc(C(C)C)cc2)C1 (stereo not given)	-14	2.2	-3	-17	4	2	10	1	-28
7	COc1cc(C(=S)N2CCCCC2)ccc1OCC(=O)Nc1ccc(F)cc1	-12	12	1	13	14	-4	-2	-2	0

(further entries)
no.	Compound	CHO-K1 Ca antag	CHO-K1 Ca ag	M1 ag	TAAR1 antag	TAAR1 ag	CHRM1 antagonist	M1 PAM parental	CHRM1 PAM	CHO parental Ca
11	CCOC(=O)C1=CCN(S(=O)(=O)c2cccc(Cl)c2)C1c1cccc(C)c1 (stereo not given)	14	0.9	-8	14	2	6	14	-3	nt
12	CC1Cc2ccccc2N1C(=O)COC(=O)c1ccccc1NCCO (stereo not given)	20	-0.2	0	1	3	-5	-25	-1	-12
13	CCc1ccccc1N=C1SCC(=O)N1C	2	0.7	1	0	16	3	12	-2	4
14	O=C(NCc1cccc(C(F)(F)F)c1)c1cc(Cl)ccc1Cl	-3	1.9	-9	18	0	-3	13	-3	-16
15	CC(=O)NNc1nc(-c2ccc(NC(C)=O)cc2)cs1	5	-0.1	-5	-2	4	4	0	1	-11
16	C#CCOCCOCCOCCNc1nc(N2CCN(C(=O)CCCCCCCCCCNC(=O)Cn3cc(CCCCCN)nn3)CC2)nc(N2CCN(C(=O)CCCCCCCCCCNC(=O)[C@H]([C@@H](C)CC)n3cc(CCCCN=C(N)N)nn3)CC2)n1	18	-0.7	-11	nt	nt	0	-21	-5	-7
17	CSCCC(NS(=O)(=O)c1ccc(C)cc1)C(=O)NNC(=O)c1csc(N2CCOCC2)n1 (stereo not given)	-4	0.8	-4	-11	-1	-14	19	6	nt
18	Cc1cc(C)c(-c2cc(NC(=O)COC(=O)c3ccc(C#N)cc3)n(-c3ccccc3)n2)cc1C	-7	0.6	-1	19	-1	-2	0	-9	-9
19	CCOC(=O)COc1cccc2c(=O)n(CC(=O)N3CCCc4ccccc43)ccc12	-4	0.6	-2	7	2	-1	9	-2	-3
20	Cc1cccc2c(=O)cc(C)n(Cc3ccccc3)c12	-3	-0.5	-3	-10	1	-5	9	0	-21
21	COc1ccc(Cc2nnc(SCC(=O)Nc3ccccc3)[nH]c2=O)cc1	10	0.3	9	-1	3	0	-6	18	-1
22	CC(=O)c1cc(C)ccc1OC(=O)CCN1C(=O)C2C3c4ccccc4C(c4ccccc43)C2C1=O (stereo not given)	-13	0.0	-3	4	7	-6	16	3	-3
23	COCCCN(C(=O)c1ccco1)c1nc(-c2cc(OC)ccc2OC)cs1	-1	2.6	-7	18	1	0	11	3	-38
24	Cc1ccc(N2C(=O)C(CN3CCCC3)C2c2ccccc2)cc1 (stereo not given)	-5	0.6	-16	7	8	25*	-5	-37	-21
25	CC1(C)C(C=C(Cl)Cl)C1C(=O)N/N=C/c1ccccc1F (stereo not given)	-8	2.4	-4	4	2	4	8	-1	-13
26	CCS(=O)(=O)N1CCC(c2nc3ccccc3[nH]2)CC1	-5	5.7	2	-24	2	-7	15	6	-7
27	O=C(NN1C(=O)C2C3C=CC(C3)C2C1=O)c1ccccc1 (stereo not given)	-2	0.3	-3	-9	1	-9	13	9	2
28	Cc1ccc(CNC(=O)CCCCCNC(=O)N2CCn3c2nc2ccccc23)cc1	-13	0.5	-3	-2	0	-11	8	3	-13
29	CCCNC(=O)C1(C)CCN(Cc2cc(-c3ccccc3)on2)C1 (stereo not given)	-6	0.6	-4	-27	1	-3	7	4	nt
30	O=C(CCC(=O)Nc1ccccc1)N/N=C/c1cccnc1	-1	-0.1	1	-16	2	-15	-13	9	-4
31	CCOC(=O)Cn1nc2oc(=O)c(CCN3CCN(c4ccccc4OC)CC3)c(C)c2c1C	-11	0.6	-8	-1	0	-1	5	-7	nt
32	CCC1=NN2C(=N)/C(=C/c3cc(C)n(-c4ccccc4)c3C)C(=O)N=C2S1	-11	0.5	-2	-12	-1	-11	25	8	-32
33	COc1ccc(/C=C/C(=O)OCC(=O)c2ccc3c(c2)NC(=O)CO3)cc1	-6	0.9	-1	-24	2	-7	3	-5	-8
34	CCc1cccc(CC)c1NC(=O)c1cc(CN2C(=O)c3ccccc3C2=O)ccc1OC	-1	1.8	-1	41	4	9	6	-7	5
35	CCn1c(CNC(=O)c2cccs2)nnc1SCC(=O)NCCc1ccccc1	-23	0.7	-6	23	7	-15	19	7	nt
36	CCOC(=O)c1ccc(Cl)c(NC(=O)c2ccc(-c3ccccc3)cc2)c1	-12	-0.2	-1	24	8	-32	2	5	-13
37	CCC(C)[C@H](Nc1nc(-c2ccccc2)nc2c1oc1ccccc12)C(=O)O (stereo not given in full)	0	1.0	-5	-12	4	-5	16	1	2
38	COc1ccc2c(CSc3nc4nc(C)cc(C)n4n3)cc(=O)oc2c1	-10	0.3	-6	-14	0	-9	19	0	-2
39	CCCOc1ccc(C(=O)NC(=S)Nc2nc(C)c(C(=O)N(C)C)s2)cc1	2	1.1	-3	16	6	5	15	-5	-18
40	COc1ccc(-c2ccc(C#N)c(SCC(=O)NCc3ccco3)n2)cc1OC	-4	0.7	-6	-16	-2	-9	12	5	-13
41	COc1ccc(/C=N/OCC(=O)N2CC3(C)CC2CC(C)(C)C3)cc1 (stereo not given)	-2	2.7	-5	-22	6	1	5	1	-13
42	COCc1cc(=O)[nH]c(/N=C(\N)Nc2cccc(C)c2)n1	-6	0.7	-3	-4	10	-8	27	10	-8
43	CC(=O)N[C@@H](Cc1ccc(OC(F)(F)F)cc1)C(=O)O	-10	1.1	-3	-32	1	-17	25	12	-6
44	CCc1nonc1NC(=O)c1oc2cc(C)c(C)cc2c1C	-16	-0.5	0	-15	1	-20	8	15	11
45	CCn1c(=O)c(C(=O)NNC(=O)c2ccccc2Cl)c(O)c2ccccc21	-16	35*	18*	15	54*	2	22	-4	-8
46	CCOC(=O)Nc1ccc2c(c1)N(CCCN(C)C)c1ccccc1CC2	-8	0.4	6	0	27	19	-6	-4	-17
47	COc1cc(NC(=O)COc2ccc(C)c(C)c2)ccc1NC(=O)c1ccco1	-14	1.7	-5	29	-1	-7	-12	0	-18
48	CN1C(=O)NC(c2ccccc2)C2=C1CN(c1ccc3ccccc3c1)C2=O (stereo not given)	4	-0.1	-3	-10	16	-5	-5	3	-19
49	CC1CCC(C(C)C)C(OC(=O)COC(=O)c2ccc(=O)[nH]c2)C1 (stereo not given)	7	0.1	-1	19	36	-2	1	-6	-26
50	CCCOc1ccc(C(=O)NNC(=O)CCNC(=O)c2ccco2)cc1OC	-5	1.1	4	-27	0	-5	-3	11	-15
51	O=C(NCCCO)c1ccc2[nH]c3ccccc3c2c1	3	0.1	-2	9	15	2	4	4	7
52	Cc1cccc(C(=O)OCC(=O)N2CCCCCC2)c1C	-11	-0.3	-5	-1	2	0	12	-3	-23
53	Cc1ccc(NC(=O)CCC(=O)OCC(=O)c2ccc(Oc3ccc([N+](=O)[O-])cc3)cc2)cc1	1	1.5	-4	37	3	6	-3	-5	4
54	O=C(COC(=O)c1cccnc1Cl)Nc1cccc(S(=O)(=O)N2CCOCC2)c1	-10	2.2	0	0	3	-1	-3	-4	-4
55	Cc1ccc(C(=O)c2c(NC(=O)CSc3nnc(N)s3)sc3c2CCCC3)cc1	0	-0.5	-4	-14	0	-3	13	8	-18
56	CCCN1CN(Cc2ccccc2)CNC1=S	-11	0.5	-7	-7	0	-9	21	11	-8
57	Cc1cc(C)c2nc(C(F)(F)F)nc(N3CCN(C(=O)c4ccco4)CC3)c2c1	-15	0.7	-3	12	7	-17	19	7	-17
58	CCN(Cc1ccccc1)S(=O)(=O)c1nc2nc(C)c(C)c(C)n2n1	-4	1.0	-7	8	8	-12	9	7	-9
59	CC1(C2CC2)NC(=O)N(CC(=O)Nc2cc(S(=O)(=O)N3CCCCC3)ccc2Cl)C1=O (stereo not given)	-15	1.3	-1	9	5	18	-6	-6	-21
60	CCOC(=O)c1[nH]c2ccc(C)cc2c1NC(=O)CN1CCCCC1	-3	-0.4	-5	-17	1	-7	15	5	-7

Further structures.
no.	Compound	CHO-K1 Ca antag	CHO-K1 Ca ag	M1 ag	TAAR1 antag	TAAR1 ag	CHRM1 antagonist	M1 PAM parental	CHRM1 PAM	CHO parental Ca
61	CCC(=O)n1nc(-c2cccnc2)nc1NCc1ccc(F)cc1	-12	1.7	2	-15	1	-8	-2	13	-6
62	CC(C)N1C/C(=C/c2ccsc2)C(=O)/C(=C/c2ccsc2)C1	-4	-0.3	-8	-10	-2	6	14	-1	-30
63	O=S(=O)(c1ccccc1)c1nc(-c2cccs2)oc1NCC1CCCO1 (stereo not given)	1	-0.2	-2	-4	0	-21	0	-3	-5
64	CN(C)CCNc1oc(COc2cccc(Cl)c2)nc1C#N	-5	0.4	-3	5	10	22	4	3	-5
65	O=C(CNS(=O)(=O)c1ccc(Br)s1)Nc1ccc2c(c1)OCCO2	-13	4.5	-6	8	12	-5	28	5	-19
66	COC(=O)C1CCN(C(=O)[C@H](C)NC(=O)C2CC(=O)N(c3ccc(F)cc3)C2)CC1 (stereo not given in full)	-15	0.1	-3	2	0	-8	6	5	-4
67	CC(=O)C1=C(O)C(=O)N(c2nnn(C)n2)C1c1cccs1 (stereo not given)	0	0.6	-3	-21	2	-7	3	4	-6
